Screening data from PubChem.
MITF inh: inhibitors of human MITF; 650,000 compounds, 0.91% hits; O75030; AlphaScreen MITF homodimerization, bead proximity signal; inhibition, % at 2.6 µM; in the data active = inhibition above about 50%;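 note: 0% = vehicle wells with protein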
GPR151 activ: activators of human GPR151; PathHunter beta-arrestin GPR151 cells, luminescence; activation, % at 11.2 µM; 650,000 compounds, 1% hits; AID 1508602; in the data active = activation above about 4.9%;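 note: 0% = median of compound wells and 100% = cells with positive control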
FBW7 activator: human FBW7 E3 ligase activation, primary screen; AlphaScreen FBW7–phospho-cyclin E peptide binding, activator screen; normalized activity (activation), % at 26.1 µM; 650,000 compounds, 0.13% hits; Q969H0; AID 1259310; in the data active = normalized activity above about 1.9%;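 note: purified mutant Fbw7 with reduced substrate affinity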
Target sequence (Q969H0 whole entry, looked up): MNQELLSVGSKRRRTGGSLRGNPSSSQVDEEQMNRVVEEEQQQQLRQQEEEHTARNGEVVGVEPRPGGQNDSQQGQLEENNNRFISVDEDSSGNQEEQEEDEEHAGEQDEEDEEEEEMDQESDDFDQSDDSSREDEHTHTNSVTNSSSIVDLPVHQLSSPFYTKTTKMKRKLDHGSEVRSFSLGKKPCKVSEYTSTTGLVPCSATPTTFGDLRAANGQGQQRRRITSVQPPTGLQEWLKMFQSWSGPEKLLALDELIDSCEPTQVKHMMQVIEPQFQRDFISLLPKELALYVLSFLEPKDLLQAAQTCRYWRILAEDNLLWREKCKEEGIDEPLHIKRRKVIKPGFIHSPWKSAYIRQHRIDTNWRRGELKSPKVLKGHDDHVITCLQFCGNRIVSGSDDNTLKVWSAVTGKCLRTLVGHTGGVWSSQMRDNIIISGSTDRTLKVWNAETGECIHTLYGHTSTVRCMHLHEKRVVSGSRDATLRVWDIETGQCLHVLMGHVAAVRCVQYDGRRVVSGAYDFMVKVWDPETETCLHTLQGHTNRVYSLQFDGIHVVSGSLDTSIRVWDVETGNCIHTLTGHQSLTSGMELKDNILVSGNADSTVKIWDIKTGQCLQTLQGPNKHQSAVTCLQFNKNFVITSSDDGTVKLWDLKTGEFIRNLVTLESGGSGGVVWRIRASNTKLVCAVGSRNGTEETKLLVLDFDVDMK
TEAD-YAP block: TEAD-YAP interaction inhibition; HEK-TIYL cells, TEAD-Gal4/YAP UAS-luciferase luminescence; inhibition, % at 9.12 µM; 640,000 compounds, 1.4% hits; in the data active = inhibition above about 32%;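 note: 0% = median of test compound wells and 100% = reference inhibitor wells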
* hit, by the source's call; / = no result given. Hits appear at their usual frequency. Share with any hit: about 3.5%.

SMILES | MITF inh | GPR151 activ | FBW7 activator | TEAD-YAP block
CC(C)CC(C(=O)Nc1ccc(F)cc1)N1C(=O)c2ccccc2C1=O (centres undefined) | -9 | 0.2 | -0.1 | -8
O=c1[nH]c(N2CCCC2)nc2c1CCN(Cc1cccc3nccnc13)C2 | 12 | -0.6 | 0.1 | 4
COc1ccc(C2CC(c3ccco3)=Nc3ccccc3S2)cc1 (centres undefined) | 1 | -2.5 | -1.0 | -8
Cc1cc2nn(-c3ccccc3)nc2cc1N | 5 | -1.5 | -0.5 | 13
C=C(C)CN1C(=O)NC(CC)(C2CCN(C(=O)c3ccc(F)cc3F)CC2)C1=O (centres undefined) | 9 | 0.8 | 0.0 | 1
O=C(CCNS(=O)(=O)c1ccc(Br)cc1)NC1CC1 | -6 | 1.9 | -0.2 | 0
c1cncc(CN2CCOc3ccc(CN4CCc5ccccc5C4)cc3C2)c1 | 7 | -1.0 | 0.2 | 1
N=C1S/C(=C\c2ccc(N3CCOCC3)cc2)C(=O)N1c1ccccc1Cl | -2 | 1.7 | 0.0 | -12
Cc1sc(NC(=O)CSc2nc(N)cc(N)n2)c(C#N)c1C | -5 | 0.3 | 0.0 | -12
CCCCc1ccc(-c2csc(/C(C#N)=C/c3ccc(O)c(OCC)c3)n2)cc1 | 4 | -1.2 | 0.0 | -5

Brought forward from above: 2 compounds, then new ones.
SMILES | MITF inh | GPR151 activ | FBW7 activator | TEAD-YAP block
Cc1sc(NC(=O)CSc2nc(N)cc(N)n2)c(C#N)c1C | -5 | 0.3 | 0.0 | -12
CCCCc1ccc(-c2csc(/C(C#N)=C/c3ccc(O)c(OCC)c3)n2)cc1 | 4 | -1.2 | 0.0 | -5
Cc1ncoc1C(=O)Nc1cccc(Br)c1 | 3 | -1.2 | -0.2 | -7
CCOc1ccccc1NC(=O)NCC(c1ccc2c(c1)CCN2C)N1CCN(C)CC1 (centres undefined) | -4 | 2.3 | -0.3 | 3
CC(C)n1nc(CC(=O)NCCn2nc(-c3cccs3)oc2=O)c2ccccc2c1=O | -12 | -0.7 | 0.1 | -12
COc1ccc(N2CCN(S(=O)(=O)c3ccc4[nH]c(=O)ccc4c3)CC2)cc1 | -1 | 1.9 | -0.2 | 4
COc1ccc(NC(=O)CSc2nnc(-c3ccccc3N)n2C)cc1 | 14 | 1.5 | -0.2 | 14
O=c1c2cn[nH]c2nc(SCc2cccc([N+](=O)[O-])c2)n1-c1ccccc1 | 7 | -0.9 | 0.8 | -18
NS(=O)(=O)c1ccc(CCNC(=O)CSc2nncn3c2cc2occc23)cc1 | 17 | -0.2 | -0.7 | 2
COc1ccccc1NC(=O)Cn1nnc(-c2ccccc2NC(=O)c2cnccn2)n1 | 9 | -0.8 | -0.1 | 6
COc1cccc(C(=O)NCCSc2ccc(C)cc2)c1 | 2 | 0.9 | 0.0 | 0
O=C1CN(c2nc3nonc3nc2NC2CCCC2)CCN1C1CCCC1 | 9 | 2.0 | -0.1 | 2
Cc1cc(C)n(CCN(C)c2nc3nonc3nc2N2CCCCC2)n1 | 2 | 1.4 | -0.1 | -3
O=C(Cc1cc(=O)[nH][nH]1)N/N=C/c1cc(Br)ccc1O | 6 | -1.7 | -0.1 | -5
CSC1=C(C#N)C(c2ccc3c(c2)OCO3)C2=C(CCCC2=O)N1 (centres undefined) | -13 | -0.6 | 0.0 | -19
CCCN1C(=O)C(NS(=O)(=O)c2ccc(N)cc2)(C(F)(F)F)C(C(=O)OC)=C1C (centres undefined) | 21 | 6.6* | 0.4 | 6
CC(C)[C@H]1NC(=O)[C@H]2CN(C(=O)Oc3ccccc3)CCN2C1=O | -10 | 2.8 | -0.1 | 0
CCCc1c(C(=O)N[C@H]2C[C@H]3C(=O)N[C@@H](CC4CCCCC4)C(=O)N3C2)cnn1-c1ccccc1 | -3 | -0.3 | 0.0 | 0
O=S(=O)(c1cc(Cl)ccc1Cl)N1CCN(Cc2ccccc2F)CC1 | 20 | 0.4 | 0.0 | 11
COc1cc(C(=O)Nc2ccc([N+](=O)[O-])cc2C)cc(OC)c1OC | -10 | 0.6 | 0.2 | 7
COc1cccc2sc(=NC(=O)C3CC3)n(C)c12 | 11 | 0.3 | 0.5 | -28
COc1cc(Nc2nc(Nc3ccc4c(c3)OCO4)c3ncn(Cc4ccc(C(F)(F)F)cc4)c3n2)cc(OC)c1OC | 0 | 5.5* | -0.3 | -5
COC(=O)c1ccc(CSc2nnc(-c3c[nH]c4ccccc34)o2)cc1 | -1 | -0.4 | -0.1 | 0
CCN1C(=O)/C(=C/c2cccs2)S/C1=N/S(=O)(=O)c1ccccc1 | 9 | -0.4 | 0.0 | 6
COc1ccccc1NC(=O)C1=C(C)NC(SCC(=O)Nc2ccccc2)=C(C#N)C1c1ccc(C)o1 (centres undefined) | -1 | -0.2 | -0.1 | 0
COc1ccc(CNC(=S)NC(=O)c2cncc(Br)c2)cc1 | 14 | 1.8 | 0.3 | -1
Cc1ccc(OCCOc2ccccc2C=C2C(=O)NC(=O)NC2=O)cc1 | 9 | 0.4 | 0.1 | -36
CCCCCCC(=O)SC[C@H](COP(=O)(O)OCC[N+](C)(C)C)SC(=O)CCCCCC | 18 | 0.6 | / | /
CCN(CC)Cc1ccc(C(=O)NCc2ccsc2)c(=O)[nH]1 | -7 | 0.2 | 0.4 | -10
Clc1ccc(OCc2nnc3c4cnn(-c5ccccc5)c4ncn23)cc1 | 11 | -0.9 | 0.3 | 7
Cc1ccc(C(=O)Nc2ncc(Cc3ccc(F)cc3)s2)cc1 | 19 | -0.3 | 0.8 | 3
COc1cccc(CN2CCN(Cc3ccc(F)cc3)C(CCO)C2)c1OC (centres undefined) | 11 | -0.1 | 0.1 | 10
COc1ccc(CNC(=O)C2CCCN(S(=O)(=O)c3c(C)noc3C)C2)cc1 (centres undefined) | 7 | 0.1 | -0.1 | 3
Cc1cc(C)cc(-n2c(C)cc(/C=N/NC(=O)c3cccnc3)c2C)c1 | 12 | -0.6 | 0.0 | -6
CC(C)NC(=O)c1ccccc1NC(=O)Cc1ccc(F)cc1 | 0 | 0.2 | 0.3 | 3
COc1ccc(CN2CCC(C(=O)N3CCN(c4ccccc4)CC3)CC2)c(OC)c1 | 43 | 0.0 | -0.2 | 13
O=C(c1cccc(S(=O)(=O)N2CCOCC2)c1)N1CCOCC1 | 12 | -0.4 | -0.1 | -3
C=CCn1cc(/C=c2\sc3n(c2=O)C(c2ccc(SC)cc2)C(C(=O)OCC)=C(C)N=3)c2ccccc21 (centres undefined) | 8 | 0.0 | 0.1 | 7
C[C@@H](Cn1nnn(-c2ccco2)c1=O)NC(=O)C1CCN(S(C)(=O)=O)CC1 | 10 | 0.0 | 0.0 | 5
CCC1(C)CC(C(CCN)c2ccc(C)cc2)CCO1 (centres undefined) | -7 | 1.6 | 0.3 | -2
CCOC(=O)c1ccc(NC(=O)N2CCCC(c3ncncc3S(C)(=O)=O)C2)cc1 (centres undefined) | 0 | 0.4 | 0.0 | 0
O=C1CC2(CCN(C(=O)Cc3ccc(-c4ccccc4)cc3)CC2)Oc2ccccc21 | 1 | -0.8 | -0.1 | -3
CCCn1c(C)cc(/C=C(\C#N)C(=O)OCC(=O)Nc2ccc([N+](=O)[O-])cc2C#N)c1C | 0 | 2.6 | 0.0 | -1
CCCc1nc(N)c(C#N)c(-c2ccccc2)c1C | 7 | 0.9 | 0.1 | 0
CC(=O)c1cc(CC(=O)NC(C)c2cnn(-c3ccccc3C)c2C)cs1 (centres undefined) | 6 | 1.6 | 0.1 | -3
COc1ccc(-c2noc(CN(C)Cc3ccc(F)cc3)n2)c(OC)c1OC | 6 | -0.2 | 0.1 | -16
O=C(Cn1nnnc1CN1CCCCCC1)NCCCOc1cccnc1 | -1 | -0.5 | 0.1 | -2
Cc1ccc(NC(=O)CCC(=O)OCCc2ccccc2)cc1 | 17 | -1.3 | 1.0 | 6
O=C(CSc1nncs1)Nc1ccc(OCc2ccccc2)cc1 | -15 | 3.6 | 12* | -22
COc1ccc(/C=C2\SC(=Nc3cccc(C(=O)O)c3)N(C)C2=O)cc1OC | -10 | 1.5 | -0.3 | -10
Cn1c(Cc2cccs2)nnc1SCC(=O)N1CCc2ccccc21 | 2 | -0.9 | 0.1 | 6
CCOc1cc(C(=O)Nc2nnc(SCC(=O)Nc3nnc(C(C)C)s3)s2)cc(OCC)c1OCC | -1 | 0.6 | 0.1 | -1

(list continues)
SMILES | MITF inh | GPR151 activ | FBW7 activator | TEAD-YAP block
Cc1ccc(S(=O)(=O)N2CCN(c3ccc(-c4cccs4)nn3)CC2)cc1 | 2 | 1.1 | -0.2 | 9
O=c1c2c(nc3n1CC(O)CS3)-c1ccccc1CC21CCCC1 (centres undefined) | 6 | -1.1 | 0.1 | 3
CCOc1ccc(C(C)NC(=O)CCC(=O)O)cc1 (centres undefined) | -4 | 0.8 | 0.1 | 6
O=C(NCc1cccc(C(F)(F)F)c1)c1ccnc(NC2CCN(Cc3ccccc3)CC2)c1 | 7 | -0.3 | -0.1 | 23
CCOC(=O)c1ccc(NC(=O)Cn2cnc3c2c(=O)n(C)c(=O)n3C)cc1 | 0 | 0.2 | -0.2 | 17
c1cc(-n2cnc(N3CCOCC3)n2)ccc1Nc1ncc2ccc(N3CCOCC3)cc2n1 | -1 | 2.0 | -0.1 | 1
CC(=O)Nc1ccc(Nc2cc(N3CCc4ccccc4C3)nc(N)n2)cc1 | 22 | 1.0 | -0.1 | -12
COC(=O)c1ccc(NC(=O)CN2C(=O)N(C)C3(CCCCC3)C2=O)cc1 | -11 | 0.7 | -0.3 | 7
Cc1cnc(Nc2ccccc2)nc1NC1CCN(Cc2ccccc2)CC1 | 47 | 1.4 | -0.1 | 2
Cc1ccc2cc3cc(C(=O)N4CCN(C)CC4)oc3nc2c1 | -22 | 1.2 | 0.0 | 45*
CCCCCCCC(=O)NNC(=O)c1ccc(NC(=O)c2ccc(NC(=O)CCCCC)cc2)cc1 | 6 | -1.2 | 0.1 | 4
Cc1ccc2c(c1)nnn2C1CCN(CC(=O)Nc2cccc(F)c2)CC1 | -16 | 0.3 | 0.0 | 0
Cc1ccc(NC(=O)c2sc3ccccc3c2Cl)cc1Cl | -5 | -1.0 | 0.0 | -26
CCCOC(=O)C1=C(C)NC2=C(C(=O)CCC2)C1c1ccccc1Br (centres undefined) | 21 | -1.7 | 1.5 | 12
Cc1ccc(-c2cc(C(F)(F)F)n3nc(C(=O)Nc4cccc(C)c4C)cc3n2)cc1 | -3 | -0.5 | 0.0 | 5
Cn1ccnc1SCC(=O)C12CC3CC(CC(C3)C1)C2 | -7 | -0.4 | -0.1 | 6
Cc1ccccc1NC(=O)C(=O)NCCCN(C)C | 4 | 0.1 | 0.0 | 0
Cc1cc(C)c(NS(=O)(=O)c2ccc(NC(=O)c3sc4ccccc4c3Cl)cc2)c(C)c1 | 5 | 0.6 | 0.0 | -8
O=C(/C=C\c1ccc(-c2cccc([N+](=O)[O-])c2)o1)Nc1cccc(C(F)(F)F)c1 | -4 | 0.8 | 0.0 | 1
Cc1cc(C(=O)N2CCCC(C(=O)Nc3cccc(-c4ccc(F)cc4)c3)C2)no1 (centres undefined) | -5 | 2.3 | -0.1 | 12

As a working copy, some entries already given.
SMILES | MITF inh | GPR151 activ | FBW7 activator | TEAD-YAP block
CCCCCCCC(=O)NNC(=O)c1ccc(NC(=O)c2ccc(NC(=O)CCCCC)cc2)cc1 | 6 | -1.2 | 0.1 | 4
Cc1ccc2c(c1)nnn2C1CCN(CC(=O)Nc2cccc(F)c2)CC1 | -16 | 0.3 | 0.0 | 0

3 structures from above, arranged by formula weight, low to high:
SMILES | MITF inh | GPR151 activ | FBW7 activator | TEAD-YAP block
Cc1ccc(NC(=O)c2sc3ccccc3c2Cl)cc1Cl | -5 | -1.0 | 0.0 | -26
Cc1cc(C(=O)N2CCCC(C(=O)Nc3cccc(-c4ccc(F)cc4)c3)C2)no1 (centres undefined) | -5 | 2.3 | -0.1 | 12
Cc1ccc(-c2cc(C(F)(F)F)n3nc(C(=O)Nc4cccc(C)c4C)cc3n2)cc1 | -3 | -0.5 | 0.0 | 5

Additional compounds.
SMILES | MITF inh | GPR151 activ | FBW7 activator | TEAD-YAP block
CS(=O)(=O)Nc1cccc(C(=O)OCc2cc(=O)oc3cc4c(cc23)CCC4)c1 | 0 | -0.1 | 0.0 | -10
COc1ccc(C(=O)NCCSCc2cccs2)cc1OC | 3 | -1.5 | -0.1 | 0
Cc1ncc2c(c1CNC(=O)c1ccccc1F)CCN(C(=O)c1cn3ccccc3n1)C2 | 12 | 2.2 | 0.1 | 4
Fc1ccc(/C=N/Nc2ncc(Br)cn2)cc1 | -7 | 1.7 | 0.0 | -44
CCn1c(SCC(=O)Nc2ccc(C(C)=O)cc2)nnc1-c1ccccc1N | 26 | -0.2 | 0.1 | 6
CN(C)CCNC(=O)C1CCN(c2nc3ccccc3n3cccc23)CC1 | -11 | 0.0 | 0.2 | -12

Some entries already given, reduced to GPR151 activ, MITF inh and FBW7 activator:
compound	GPR151 activ	MITF inh	FBW7 activator
Cc1ccc2cc3cc(C(=O)N4CCN(C)CC4)oc3nc2c1	1.2	-22	0.0
CCCCCCCC(=O)NNC(=O)c1ccc(NC(=O)c2ccc(NC(=O)CCCCC)cc2)cc1	-1.2	6	0.1
